# Screening data: PubChem, Sanford-Burnham Center for Chemical Genomics
# NLRP3 yeast inh: inhibitors of NALP3 inflammasome in yeast; Yeast reconstituted NLRP3/ASC/caspase-1, beta-gal luminescence, 24 h; inhibition, % at 10 µM; hit rate 0.39% among 330,000;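 active = inhibition of 50% or more; inactive = inhibition below 50%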;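 also: plate controls were induced DMSO wells for no effect and uninduced yeast grown without galactose for full effect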
# beta cell repl: MIN6 beta-cell proliferation induction | hit rate 0.29% among 330,000 | proliferation, % at 10 µM | MIN6 cells proliferation, ATPlite luminescence, 48 h; cells starved in 0.2% serum; 100% = growth in 10% serum;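 active = compounds whose signal lies at least 3.5 SD above the mean of all wells on their plate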;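 also: 0% = DMSO-treated cells in low-serum medium and 100% = 10% serum control; some compounds called inactive have numbers as strong as hits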
# A3G deaminase: inhibitors of human APOBEC3G DNA deaminase; inhibition, % at 20 µM; hit rate 0.28% among 330,000; Q9HC16; recombinant A3G, ssDNA deamination FAM/TAMRA fluorescence; AID 493012;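 active = inhibition of at least 40% at 20 µM, with no more than 30% in the related APOBEC3A deaminase screen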;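 also: plate controls were DMSO wells with A3G for no effect and wells lacking A3G enzyme for full effect; some compounds called inactive have numbers as strong as hits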
# Target sequence (Q9HC16 whole entry, looked up): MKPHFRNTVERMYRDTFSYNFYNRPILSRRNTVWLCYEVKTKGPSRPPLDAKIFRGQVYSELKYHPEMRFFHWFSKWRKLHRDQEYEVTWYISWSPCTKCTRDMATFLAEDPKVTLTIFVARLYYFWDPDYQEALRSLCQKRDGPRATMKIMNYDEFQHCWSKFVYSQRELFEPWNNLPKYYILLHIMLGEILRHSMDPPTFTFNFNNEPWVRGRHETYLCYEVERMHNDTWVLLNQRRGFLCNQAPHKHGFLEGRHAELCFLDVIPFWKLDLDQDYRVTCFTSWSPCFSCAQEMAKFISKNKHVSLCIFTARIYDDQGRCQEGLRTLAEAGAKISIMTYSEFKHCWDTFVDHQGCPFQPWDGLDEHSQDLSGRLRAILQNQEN
# mIAP activ: mouse IAP activation. AID 2805. activation factor at 10 µM. muIAP, CDP-Star luminescence, 30 min; stronger effect = higher value; 1 = vehicle-only enzyme signal, 0 = enzyme-free wells. hit rate 0.24% among 330,000;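 active = activation factor of at least 2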; also: the source names both 10 and 20 µM as test concentration; values of inactives mirror those of a sister screen read the other way
#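 Assay system: mouse IAP enzyme / Compound: DMSO-dissolved test compounds / Timing: 30 min, room temperature / Measured by: luminescence from enzymatic CDP-Star hydrolysis / Control set: DMSO-only wells, enzyme-free buffer wells as negative control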
# mIAP block: blocks mouse intestinal alkaline phosphatase; purified mouse IAP, CDP-Star luminescence, 30 min; AID 2806; hit rate 0.2% among 330,000; inhibition, % at 10 µM;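 active = inhibition of at least 40% at 10 µM in the primary screen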;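 also: plate controls were DMSO with enzyme for no effect and no enzyme wells for full effect; values of inactives mirror those of a sister screen read the other way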
# tim10-1 inh: growth inhibitors of tim10-1 mutant yeast; S. cerevisiae tim10-1 ts strain growth, BacTiter-Glo, 24 h; inhibition, % at 20 µM; hit rate 2.2% among 330,000; AID 463190;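 active = inhibition of at least 40%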;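 also: mutant grown at 25 °C; 0% = DMSO wells with yeast and 100% = wells holding no yeast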
# TIM10 inh: growth inhibitors of TIM10 yeast strain; AID 463195; inhibition, % at 10 µM; S. cerevisiae TIM10 strain growth, BacTiter-Glo luminescence, 24 h; hit rate 1.4% among 330,000;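 active = inhibition of 40% or more at the single tested concentration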;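 also: wild-type TIM10 isogenic control strain grown at permissive 25 °C; 0% = DMSO yeast wells and 100% = minimal medium wells without yeast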
# APOBEC3A inh: inhibitors of human APOBEC3A DNA deaminase; P31941; recombinant A3A, FAM/TAMRA ssDNA deamination fluorescence; inhibition, % at 20 µM; hit rate 0.41% among 330,000;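 active = at least 40% inhibition at 20 µM here, with at most 30% in a related deaminase screen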;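 also: plate controls were A3A with DMSO for no effect and wells lacking A3A enzyme for full effect; some results filed as inactive read as strong as hits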
# Target sequence (P31941 whole entry, looked up): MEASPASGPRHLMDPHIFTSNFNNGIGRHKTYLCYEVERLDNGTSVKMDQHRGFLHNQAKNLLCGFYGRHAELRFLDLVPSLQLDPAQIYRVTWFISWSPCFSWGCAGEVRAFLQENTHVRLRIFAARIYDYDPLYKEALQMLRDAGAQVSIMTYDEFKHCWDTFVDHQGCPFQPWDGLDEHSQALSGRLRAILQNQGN
# hIAP block: blocks human intestinal alkaline phosphatase; P09923; purified IAP, CDP-Star luminescence, 30 min; inhibition, % at 10 µM; hit rate 0.12% among 330,000; AID 2544;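 active = inhibition reaching a set limit with compound at 10 µM in the primary screen, cut at about 35% in these data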;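 also: plate controls were DMSO wells with enzyme for no effect and no-enzyme buffer wells for full effect; values of inactives mirror those of a sister screen read the other way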
# * marks the source's active call; other numbers are inactive results. The order is random; 4.6% or so of the library scored in one or more.
# A first look:
SMILES,NLRP3 yeast inh,beta cell repl,A3G deaminase,mIAP activ,mIAP block,tim10-1 inh,TIM10 inh,APOBEC3A inh,hIAP block
CC(=O)CCc1ccc(OCC(O)CNCCOc2ccc(C)cc2)cc1 (stereo not given),21,-2,-15,0.92,8,-7,-1,-3,14
Cc1n[nH]c(=O)c2c(NC(=O)CSc3nn(-c4ccccc4)c(=S)s3)oc(C)c12,18,-2,-4,0.9,10,3,-11,2,-4
COc1ccc(C2CC(=O)C=C(NC3CCCC3)C2)cc1 (stereo not given),-18,-3,-11,1.1,-8,12,-6,-4,-16
CC1CN(/C(=N\S(=O)(=O)c2ccccc2)c2ccccc2)CC(C)O1 (stereo not given),8,-4,0,1,-3,-2,1,6,-14
CC(C)CC(=O)Nc1ccc(C(=O)CN2CCN(c3ccc(O)cc3)CC2)cc1,-6,-3,2,1,-4,10,9,6,-36

# Main list, repeating the preview:
SMILES,NLRP3 yeast inh,beta cell repl,A3G deaminase,mIAP activ,mIAP block,tim10-1 inh,TIM10 inh,APOBEC3A inh,hIAP block
CC(=O)CCc1ccc(OCC(O)CNCCOc2ccc(C)cc2)cc1 (stereo not given),21,-2,-15,0.92,8,-7,-1,-3,14
Cc1n[nH]c(=O)c2c(NC(=O)CSc3nn(-c4ccccc4)c(=S)s3)oc(C)c12,18,-2,-4,0.9,10,3,-11,2,-4
COc1ccc(C2CC(=O)C=C(NC3CCCC3)C2)cc1 (stereo not given),-18,-3,-11,1.1,-8,12,-6,-4,-16
CC1CN(/C(=N\S(=O)(=O)c2ccccc2)c2ccccc2)CC(C)O1 (stereo not given),8,-4,0,1,-3,-2,1,6,-14
CC(C)CC(=O)Nc1ccc(C(=O)CN2CCN(c3ccc(O)cc3)CC2)cc1,-6,-3,2,1,-4,10,9,6,-36
CCC1=NN(C(=O)C(=O)Nc2ccc(OC)cc2)C(O)(C(F)(F)F)C1 (stereo not given),4,-1,1,1,-2,9,-8,9,-7
CCC(C)(C)NC(=O)C(c1ccccc1Cl)N(Cc1cccnc1)C(=O)CCC(=O)Nc1cc(C)on1 (stereo not given),9,2,-9,1,-2,-11,1,-4,-15
Cc1ccc(S(=O)(=O)N(Cc2cc3ccc(C)cc3[nH]c2=O)c2ccccc2)cc1,13,-1,8,0.87,13,12,5,4,14
CSc1ccccc1OCc1cc(C(=O)N2CCc3sccc3C2)no1,18,-3,-3,0.98,2,26,6,-3,13
CCn1nc(C)c(/C=N/NC(=O)CSc2ccccn2)c1C,11,-3,-4,1.1,-11,-1,2,-3,-8
CCC(=O)Nc1c2c(nn1-c1ccccc1C)CSC2,22,-2,-6,0.96,4,-6,-1,-3,0
CCOC(=O)c1c(-c2cccs2)csc1NC(C)=O,-1,13*,-3,1,0,13,-12,-16,-4
CCN1C(=S)SC(=O)C1=C1C=C(C)N(CCO)C(C)=C1,15,0,5,0.73,27,4,-3,-1,32
O=C(COC(=O)/C=C/c1ccc(Cl)cc1)NC1CC1,0,-2,-3,0.91,9,9,-2,-3,9
COc1cc(/C=C/C(=O)O)cc(S(=O)(=O)Nc2ccccc2C(=O)NCc2ccco2)c1OC,8,-4,2,1.1,-6,-2,-1,3,-7
O=c1c(CN2CCN(c3ccccn3)CC2)coc2ccccc12,10,-1,-3,0.99,1,14,3,4,1
O=C(O)CCN1C(=O)/C(=C/c2cn(-c3ccccc3)nc2-c2cccs2)SC1=S,28,-2,-7,0.76,24,13,5,-4,34
COc1ccc(C(=O)Nc2nnc(C)s2)cc1S(=O)(=O)N1CCOCC1,13,-3,2,1,-2,-13,8,3,3
COc1ccc(NC(=O)c2sc3nc(N4CCCC4)c4c(c3c2N)CC(C)(C)OC4)c(OC)c1,13,3,-8,0.88,12,26,-1,-10,-32
Cc1nn(CC(=O)NC(C)c2ccccc2)c(=O)c2ccccc12 (stereo not given),4,0,-5,0.92,8,18,13,-1,-13
CCCN(CCC)C(=O)C1CCC(CNS(=O)(=O)c2cccc3nsnc23)CC1 (stereo not given),22,-6,34,1.1,-10,-4,14,4,5
CCN1C(=O)C(NC(C)=O)c2cc(Br)ccc21 (stereo not given),16,0,0,1.1,-10,28,6,-6,-12
O=C(COc1cccc(OC(F)F)c1)Nc1ccc(SC(F)F)cc1,34,-2,-4,1.1,-9,38,50*,-2,-9
Cc1ccc(NC(=O)c2ccc3c(c2)[nH]c(=O)n3C(C)C)cc1,5,-4,5,0.95,5,5,-36,6,-3
O=C(N1CCOCC1)N1CCC(n2nnc3ccccc32)CC1,1,-1,-2,0.9,10,13,4,-2,22
Cc1ccc(-c2nc3ccccc3s2)cc1NC(=S)NC(=O)/C=C/c1ccco1,26,-4,-2,0.86,14,21,10,0,-9
CCOC(=O)C1=C(C)NC(=S)NC1c1ccc(-c2cccc(Cl)c2C)o1 (stereo not given),10,-7,-3,0.86,14,5,26,-7,4
CCOC(=O)C1CCCN(c2c(NCC3CCCN3CC)c(=O)c2=O)C1 (stereo not given),6,-1,-3,0.87,13,-3,-1,1,-6
CCCn1nnc(NC(=O)/C=C/c2cc(Br)ccc2OC)n1,-3,-1,-9,1,-2,2,0,-1,-1
CCN1CCN(S(=O)(=O)c2cccc([N+](=O)[O-])c2)CC1,3,-2,-6,0.88,12,-5,3,1,-8
COc1ccc(CC(=O)Nc2nnc(C(C)(C)C)s2)cc1OC,10,-1,-3,0.92,8,11,4,-2,-2
O=C(Cc1cccs1)Nc1ccc(F)cc1F,5,1,-8,0.93,7,-19,-5,3,4
Cc1cc(C(=O)COC(=O)c2cccc(O)c2)c(C)n1C1CC1,8,-6,-3,0.95,5,1,-7,-2,8
CC(C)(C)n1nc2c(c1NC(=O)COc1ccc3ccccc3c1)CS(=O)(=O)C2,7,-3,-2,0.86,14,21,15,2,-15
CC(C)(C)N(CC#CCC(O)(c1ccccc1)C1CCCC1)CCO (stereo not given),8,2,-9,0.95,5,31,0,-2,-18
CCn1c(=N)n(CC(=O)c2ccco2)c2ccccc21,11,-2,-5,1.1,-9,12,-18,-3,-3
COc1ccc(C2/C=C\CN(C(=O)NC34CC5CC(CC(C5)C3)C4)CC(=O)N2Cc2ccc(F)cc2)cc1 (stereo not given),14,-8,-9,1.1,-11,15,-13,0,-1
Cc1ccc(C(=O)NC2(O)C(=O)c3ccccc3C2=O)cc1C,13,-1,-2,0.98,2,18,15,-2,7
Cc1ccc(NC(=O)CCC(=O)N2CCC(C)CC2)c([N+](=O)[O-])c1,20,0,-6,0.97,3,-10,5,1,8
CCOC(=O)c1ccc(Nc2nc(C)nc3c2nnn3Cc2ccccc2)cc1,11,-4,-2,0.96,4,10,8,5,14
C/C(CCc1ccc2c(c1)OCO2)=N\N=C1\NC(=O)CC(C(=O)Nc2ccccc2)S1 (stereo not given),16,2,-5,1,-1,18,0,-1,5
CC(C)CNc1c(N)n(CC(C)C)c(=O)[nH]c1=O,3,0,-8,0.97,3,10,-10,-1,-13
COc1ccc(CNCCc2ccc(Cl)cc2)cc1OCc1ccccc1,44,-6,-1,1.1,-5,28,9,-3,-31
Cc1c(C#N)c2ccccc2n1CC(=O)NC(C)c1ccccc1 (stereo not given),9,4,-5,1.1,-7,12,6,3,15
CCCCn1c(N)c(N(CC(C)C)C(=O)C2CC(=O)N(CCc3ccccc3)C2)c(=O)[nH]c1=O (stereo not given),22,0,1,1.1,-10,2,0,5,4
NNC(=O)c1ccc(CSc2nc3ccccc3s2)cc1,19,0,-10,1,-5,32,32,-3,8
CN(C)S(=O)(=O)c1ccc(N2CCCC2)c(C(=O)OCC(=O)NC2(C#N)CCCCC2)c1,9,0,-3,0.94,6,3,4,1,10
CCn1c(COc2ccc(C)cc2)nnc1SCC(=O)NNC(=O)c1ccc(OC)cc1,3,0,-3,0.99,1,11,3,0,-44

# Rewritten with tabs: entries from further up
SMILES	NLRP3 yeast inh	beta cell repl	A3G deaminase	mIAP activ	mIAP block	tim10-1 inh	TIM10 inh	APOBEC3A inh	hIAP block
CC(C)CNc1c(N)n(CC(C)C)c(=O)[nH]c1=O	3	0	-8	0.97	3	10	-10	-1	-13
CCOC(=O)c1ccc(Nc2nc(C)nc3c2nnn3Cc2ccccc2)cc1	11	-4	-2	0.96	4	10	8	5	14
CCn1c(COc2ccc(C)cc2)nnc1SCC(=O)NNC(=O)c1ccc(OC)cc1	3	0	-3	0.99	1	11	3	0	-44
CCCCn1c(N)c(N(CC(C)C)C(=O)C2CC(=O)N(CCc3ccccc3)C2)c(=O)[nH]c1=O (stereo not given)	22	0	1	1.1	-10	2	0	5	4
Cc1c(C#N)c2ccccc2n1CC(=O)NC(C)c1ccccc1 (stereo not given)	9	4	-5	1.1	-7	12	6	3	15
Cc1ccc(C(=O)NC2(O)C(=O)c3ccccc3C2=O)cc1C	13	-1	-2	0.98	2	18	15	-2	7

# Next part.
SMILES,NLRP3 yeast inh,beta cell repl,A3G deaminase,mIAP activ,mIAP block,tim10-1 inh,TIM10 inh,APOBEC3A inh,hIAP block
NS(=O)(=O)c1ccc(CCNC(=O)CN2CCC(Cc3ccccc3)CC2)cc1,11,-3,-8,1.1,-13,27,-13,-3,-5
O/N=C/c1ccc(-c2ccccc2OC(F)(F)F)o1,10,-1,-3,1.1,-11,8,13,2,6
CCCCC1=NN2C(=N)CC(=O)N=C2S1,0,-1,27,0.87,13,12,3,-3,-2
CCn1c(C(=O)O)c(S(=O)(=O)c2ccc(Cl)cc2)c2ccccc21,-5,0,-8,0.94,6,-2,8,-4,10
CC(C(=O)Nc1ccccc1Cl)N(c1ccccc1)S(C)(=O)=O (stereo not given),12,0,-3,1,-2,8,5,1,-4
Cc1cc(C)n2nc(SCCOc3ccccc3F)nc2n1,9,-4,-11,0.99,1,18,12,0,3
O=C(N/N=C/c1ccc(F)cc1)c1c(O)c2ccccc2[nH]c1=O,30,0,-2,0.98,2,-7,23,-1,7
CCc1ccc2c(c1)C1(NN=C(c3ccccc3)S1)C(=O)N2 (stereo not given),4,-6,1,0.85,14,35,41*,-2,-37
Cc1occc1C(=O)OCC(=O)Nc1ccc(F)cc1,20,1,-1,0.97,3,-10,-3,1,18
COc1cc2c(cc1OC)C(c1cccc(F)c1)CC(=O)N2 (stereo not given),15,-1,-5,1.1,-6,1,8,-4,-11
COCCNC(=O)c1ccc(NS(=O)(=O)c2cc(C)ccc2C)cc1,7,2,-8,0.94,6,2,2,-2,12
O=C(O)CCc1ccc(-c2ccc(Cl)cc2)n1CC(=O)Nc1ccccc1,2,0,-5,1,-3,24,9,-1,-18
COc1cc(NC(=O)c2ccc(Br)o2)ccc1NC(=O)c1ccccc1Cl,19,-1,-8,0.97,3,5,2,-2,17
CCOC(=O)CSC1=C(C#N)C(=O)NC2(CCCCC2)S1,2,-1,11,0.96,4,4,-6,-5,-10
